Assay outcomes deposited in PubChem BioAssay by National Center for Advancing Translational Sciences (NCATS).
USP2a inhib = blocks human ubiquitin-specific protease USP2a; O75604; USP2a enzymatic assay, qHTS inhibition; Potency, µM (series often up to 38.3 µM), inactives show at the top dose activity change, negative = inhibition, most hits filed as inhibitors; hit rate 0.1% among 60,000; AID 927;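 also: potency is read from the fitted curve at half-maximal effect; nearly all actives have a fitted effect of over 60% in size; plate controls were DMSO for no effect and NEM full inhibition control for full effect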
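Coupled readout: USP2-cleaved Ub-PLA2 (20nM final) turns over NBD C6-HPC (20uM final), Ex 460nm/Em 535nm after 2.5 h, time-zero read flagging artifacts. Enzyme (20nM final, pH 8.0 Tris) given 30 min RT with compound first; NEM defines full inhibition.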
BRCT PPI green = blocks human BRCA1 BRCT binding to phosphopeptide, green readout. P38398. BRCA1 BRCT-phosphopeptide binding, green fluorescence polarization. Potency, µM (doses to about 76.9 µM), inactives show at the highest dose activity change, negative = inhibition, most hits filed as inhibitors. hit rate 0.05% among 75,000;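 also: potency is read from the fitted curve at half-maximal effect; plate controls were peptide without protein for full effect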
Target sequence (P38398 whole entry, looked up): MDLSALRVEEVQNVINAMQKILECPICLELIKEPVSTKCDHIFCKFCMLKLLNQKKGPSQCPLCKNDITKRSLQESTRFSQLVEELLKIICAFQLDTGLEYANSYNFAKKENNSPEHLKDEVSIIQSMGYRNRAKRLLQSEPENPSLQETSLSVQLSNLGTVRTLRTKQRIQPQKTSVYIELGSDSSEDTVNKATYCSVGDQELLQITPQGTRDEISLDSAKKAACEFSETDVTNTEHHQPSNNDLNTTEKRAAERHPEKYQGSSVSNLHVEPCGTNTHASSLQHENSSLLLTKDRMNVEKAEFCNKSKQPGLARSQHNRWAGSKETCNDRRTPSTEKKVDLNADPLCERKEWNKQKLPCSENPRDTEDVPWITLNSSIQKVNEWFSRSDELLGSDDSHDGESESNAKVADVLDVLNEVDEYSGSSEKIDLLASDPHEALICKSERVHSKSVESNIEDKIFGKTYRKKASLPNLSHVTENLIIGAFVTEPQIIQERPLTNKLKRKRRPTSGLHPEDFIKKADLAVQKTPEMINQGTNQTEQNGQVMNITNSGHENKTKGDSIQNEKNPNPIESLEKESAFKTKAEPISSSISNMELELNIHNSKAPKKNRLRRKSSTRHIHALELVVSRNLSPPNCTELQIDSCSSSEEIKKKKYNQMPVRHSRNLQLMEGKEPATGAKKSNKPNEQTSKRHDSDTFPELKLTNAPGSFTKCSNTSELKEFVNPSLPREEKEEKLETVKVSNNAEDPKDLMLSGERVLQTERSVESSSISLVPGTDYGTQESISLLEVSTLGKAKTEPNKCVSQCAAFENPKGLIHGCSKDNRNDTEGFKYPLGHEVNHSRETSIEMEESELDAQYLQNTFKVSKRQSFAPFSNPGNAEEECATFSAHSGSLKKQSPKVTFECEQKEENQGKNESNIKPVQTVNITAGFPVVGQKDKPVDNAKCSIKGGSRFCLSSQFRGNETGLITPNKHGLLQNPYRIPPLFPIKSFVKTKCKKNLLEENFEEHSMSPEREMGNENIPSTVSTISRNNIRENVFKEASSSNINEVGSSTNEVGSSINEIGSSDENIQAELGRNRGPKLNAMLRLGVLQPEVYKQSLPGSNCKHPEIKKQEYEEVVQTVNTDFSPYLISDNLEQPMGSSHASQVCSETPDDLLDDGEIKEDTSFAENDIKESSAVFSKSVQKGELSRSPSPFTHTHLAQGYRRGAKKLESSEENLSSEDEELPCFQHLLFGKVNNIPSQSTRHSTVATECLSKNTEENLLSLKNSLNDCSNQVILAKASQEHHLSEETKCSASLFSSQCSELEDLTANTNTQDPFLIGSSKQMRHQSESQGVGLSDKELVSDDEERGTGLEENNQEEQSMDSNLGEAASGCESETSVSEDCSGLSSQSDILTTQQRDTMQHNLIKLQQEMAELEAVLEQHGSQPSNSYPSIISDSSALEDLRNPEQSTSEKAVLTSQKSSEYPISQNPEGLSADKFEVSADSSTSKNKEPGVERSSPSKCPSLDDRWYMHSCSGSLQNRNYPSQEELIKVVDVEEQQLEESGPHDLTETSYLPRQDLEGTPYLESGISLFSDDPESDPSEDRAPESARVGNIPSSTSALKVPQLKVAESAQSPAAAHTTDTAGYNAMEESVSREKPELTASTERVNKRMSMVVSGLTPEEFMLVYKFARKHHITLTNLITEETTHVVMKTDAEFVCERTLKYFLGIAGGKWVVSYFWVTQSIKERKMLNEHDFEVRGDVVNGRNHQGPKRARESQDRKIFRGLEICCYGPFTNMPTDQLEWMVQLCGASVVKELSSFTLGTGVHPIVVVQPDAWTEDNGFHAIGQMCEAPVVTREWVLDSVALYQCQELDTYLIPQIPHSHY
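Fluorescence polarization: His-tagged BRCT (~35 kDa BRCA1 C-terminus, 250 nM) bound to 100 nM fluorescein-labeled phosphorylated 10-aa BACH1 peptide, pH 7.3 phosphate buffer with DTT and Tween 20. Compounds incubated 12 min at room temperature; inhibition read as lowered polarization.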
BRCT inh red = inhibitors of human BRCA1 BRCT-phosphoprotein interaction (red fluorophore) | P38398 | BRCT-phosphopeptide binding, red fluorescence polarization | Potency, µM (titrated, usually from 76.9 µM), inactives show at the top dose activity change, negative = inhibition, usual class: inhibitors | hit rate 0.03% among 75,000 | AID 892
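Fluorescence polarization: 100 nM His-tagged BRCA1 BRCT with 100 nM TAMRA-labelled phospho-BACH1 decapeptide, phosphate buffer pH 7.3 with 150 mM NaCl, DTT, 0.01% Tween 20; 12 min RT. Binding inhibition seen as FP decrease.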
ALOX15 inhib = 15-hLO (ALOX15) enzyme inhibition. Potency, µM (top dose mostly 57.1 µM), for the others: top-dose activity change, negative = inhibition, hits mostly inhibitors. purified 15hLO-1, xylenol orange hydroperoxide absorbance. P16050. hit rate 1.4% among 74,000; also: potency is read from the fitted curve at half-maximal effect; nearly all actives have a fitted effect of over 55% in size
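Quantitative HTS in 25 mM Hepes pH 7.5 containing 0.01% Triton X-100: human 15hLO-1 at 40 nM, arachidonic acid at 50 uM, 6 min turnover. Product quantified via ferrous oxidation/xylenol orange, 573:405 nm absorbance ratio.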
HADH2 inhib = blocks human hydroxyacyl-CoA dehydrogenase type II; Q99714; hit rate 3.4% among 73,000; recombinant HADH2, NADH fluorescence, beta-hydroxybutyryl-CoA; Potency, µM (top dose mostly 57.1 µM), for the others: at the top dose activity change, negative = inhibition, most hits filed as inhibitors; also: potency is read from the fitted curve at half-maximal effect; nearly all actives have a fitted effect of over 60% in size; many of its hits are not listed in these tables
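NADH fluorescence (ex 360/em 450 nm) read every 30 s for 4 min; activity taken as last-minus-first time point difference. Enzyme 20 nM, NAD+ 1 mM, beta-hydroxybutyryl-CoA 90 uM, pH 9.0 Tris buffer.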
* hit, by the source's call; ? = inconclusive; · = no result given; & = joins results of further samples; [ ] = remark or other dose. Calls follow the shape of the dose curve; as a rule, active = well fitted inhibition curve with a large enough effect; inconclusive = small, poorly fitted or top-dose-only effect; inactive = no such curve, though single readings can be large or run the other way. Unless noted, % is scaled to controls: 0 for no effect and ±100 for the full control effect. This is a subset; rates above refer to the full screens.

SMILES	USP2a inhib	BRCT PPI green	BRCT inh red	ALOX15 inhib	HADH2 inhib
COc1ccccc1N(CC(=O)NCc1cccnc1)S(C)(=O)=O	·	-2.7%	-2.4%	10%	7%
NC(=O)c1cc(Cc2ccccc2)sc1NC(=O)c1ccco1	·	-2.3%	1.8%	?	-15%
CCOc1ccc(N2C(=O)CC(N3CCN(C(=O)c4ccco4)CC3)C2=O)cc1 (centres undefined)	·	-1.7%	1.2%	3%	-5%
COc1cc(C(=O)NCc2ccco2)c(Br)c(OC)c1OC	·	-3.0%	-0.5%	3%	7%
COc1ccc(/C=N/n2c(C)nnc2C)c(OC)c1OC	·	-1.0%	-0.9%	3%	-8%
O=C(O)c1ccc(Cl)c(S(=O)(=O)Nc2ccccc2)c1	·	-1.3%	1.7%	-4%	-6%
CCOC(=O)CNC(=O)CSc1ncnc2c1nnn2-c1ccc(F)cc1	·	-1.0%	0.0%	-2%	13%
O=C(NCCN1CCCC1)c1ccc(-n2c(=O)c(=O)[nH]c3ccccc32)cc1	·	-1.9%	-1.1%	-4%	-5%
CC(C)(C)c1ccc(-c2nc(-c3ccncc3)no2)cc1	·	0.7%	-0.9%	1%	10%
CCN1CCCC1CNC(=O)c1ccc(Cc2nc3ccccc3[nH]2)cc1 (centres undefined)	·	-1.9%	0.4%	6%	-2%
O=C(Nc1ccccc1C(F)(F)F)N1CCN(c2ccc3nnc(-c4ccc(F)cc4)n3n2)CC1	·	2.7%	1.1%	-7%	-1%
COc1ccc(S(=O)(=O)N(C)CC(=O)O)cc1C	·	-1.1%	0.4%	5%	-7%
COc1ccc(C2/C(=C(/O)c3ccccc3)C(=O)C(=O)N2CCO)cc1 (centres undefined)	·	0.6%	0.2%	-8%	-17%
CSc1cc(/C=N/O)c(SC)s1	·	0.4%	1.7%	?	?
COc1ccc(OC)c(N(CC(=O)NCc2ccccn2)S(C)(=O)=O)c1	·	-1.4%	-1.6%	23%	-6%
CCOc1ccc(N(CC(=O)NCc2ccco2)S(C)(=O)=O)cc1	·	-1.0%	-1.1%	7%	5%
CCCC(=O)c1ccc(N2CCOCC2)c(F)c1	·	-6.6%	0.0%	-1%	1%
COc1ccccc1N/C(=N/c1nc(C)cc(C)n1)NC(C)=O	·	-3.4%	-0.8%	5%	4%
O=C(N/N=C/c1ccccc1O)c1cc(-c2ccccc2)n[nH]1	·	1.8%	5.0%	-9%	5%
CCOC(=O)c1ccc(NC(=O)NCCN2CCCCC2)cc1	·	1.2%	0.8%	-4%	14%
O=C(c1cnc2ccccn2c1=O)N1CCc2ccccc21	·	-3.0%	0.5%	1%	-3%
CCOC(=O)CCN1CCN(C(=O)c2ccc(-n3c(=O)c(=O)[nH]c4ccccc43)cc2)CC1	·	-12%	-9.3%	13µM*	-19%
Cc1cc(C)n2nc3nc4c(cc3c2n1)CCCC4	·	1.6%	-2.8%	-23%	78%[activator]
CCOC(=O)N1CCN(C(=O)c2ccc3c(c2)sc2nc(-c4ccccc4)cn23)CC1	·	2.1%	0.9%	-14%	-3%
COC(=O)c1ccc(NC(=O)CN2CCN(c3ccc(Cl)cc3)CC2)cc1	·	2.2%	1.8%	-14%	7%
O=c1c2ccccc2nc2n1CCCS2	·	1.5%	-1.1%	8%	5%
Cc1ccc(NC(=O)CC(=O)NCCN2CCOCC2)cc1	·	-0.3%	-0.8%	-2%	-1%
COc1cc2c(cc1OC)CN(Cc1ccc(OC)c(C)c1OC)CC2	·	-0.3%	-4.0%	-10%	6%
O=C(N/N=C/c1ccc(O)cc1O)c1cc(-c2ccccc2)n[nH]1	·	1.0%	1.8%	-7%	?
O=C(Nc1ccc(Br)cc1Cl)c1cnccn1	·	0.6%	-1.5%	-23%	4%
COc1ccccc1Oc1ccc2c(c1)C(=O)N(c1cccc(O)c1)C2=O	·	0.1%	3.3%	-28%	-6%
CCOc1ccccc1N1CCN(C(=O)c2cc(C)oc2C)CC1	·	0.3%	1.9%	-1%	-8%
Cc1nnc(C)n1/N=C/c1cccs1	·	-3.4%	-0.3%	1%	-3%
CCc1nn(C(C)C(=O)N2CCc3ccccc3C2)c(=O)c2cc3occc3n12 (centres undefined)	·	-1.0%	0.1%	6%	-1%
C#C[C@]1(O)CC[C@H]2[C@@H]3CCc4cc(OC)ccc4[C@H]3CC[C@@]21C	·	-1.5%	-1.3%	-9%	0%
CN1CCN(C(=O)c2ccc(-n3c(=O)c(=O)[nH]c4ccccc43)cc2)CC1	·	-4.0%	-5.1%	-6%	-13%
CC1Cc2ccccc2C(=O)N1 (centres undefined)	·	-4.8%	-2.8%	7%	-1%
COc1ccc(S(=O)(=O)N(CC(=O)N2CCCC2)Cc2ccccc2)cc1	·	-2.7%	1.1%	1%	5%
COc1ccc(OC)c(N(CC(=O)O)S(=O)(=O)c2ccc(OC)c(OC)c2)c1	·	-0.6%	-8.8%	-15%	-6%
CCN(CC)C(=O)CSc1ncnc2c1nnn2-c1ccc(F)cc1	·	-2.4%	-2.0%	2%	-6%
CCOc1ccc(CNC(=O)C(CC)n2nc(C)n3c(cc4occc43)c2=O)cc1OC (centres undefined)	·	-0.7%	-1.8%	-2%	4%
CC(=O)Nn1c(C)nnc1-n1nc(C)cc1C	·	-1.2%	-1.5%	5%	-3%
COc1cccc(-n2cnc3cccc(N)c32)c1	·	-1.5%	-0.4%	2%	-7%
CCSC(C)CC1C/C(=N/O)c2c(C)noc2C1 (centres undefined)	·	1.2%	0.9%	0%	-3%
Cn1c(=O)n(Cc2ccccc2)c2ccccc21	·	0.0%	-0.4%	-9%	15%
CCn1ncc(C2=NOC(C(=O)NCc3ccc(OC)cc3)C2)c1C (centres undefined)	·	0.1%	-0.2%	-1%	2%
Cc1ccc(CNc2ncnc3c2cnn3-c2ccccc2)cc1	·	0.6%	-0.5%	-1%	-8%
CN(C)CCNC(=O)c1cc2cc(Br)ccc2oc1=O	·	-3.6%	-0.1%	-2%	-3%
CCCCOc1ccccc1C1NC(=O)NC(C)=C1C(=O)OCc1ccco1 (centres undefined)	·	-5.0%	1.9%	-5%	-5%
COc1cccc(OC)c1OCCCN1CCOCC1	·	-1.2%	-0.2%	-6%	-5%
COC(=O)c1cn(C(=O)c2ccc(Br)o2)c2ccccc12	·	0.9%	0.9%	2%	-4%
O=C(CCn1cccc1)NC1CCCc2ccccc21 (centres undefined)	·	-1.5%	-0.8%	-16%	3%
Cc1cc(OCCOCCN(C)CCO)cc(C)c1Cl	·	-3.4%	-1.9%	5%	2%
COc1ccc2ccccc2c1CN1CCCC(CO)C1 (centres undefined)	·	-0.2%	0.1%	7%	1%
CCN(CC)c1ccc(NC(=O)CN2CCN(c3ccccc3F)CC2)cc1	·	-0.1%	-0.2%	1%	-10%
O=C(O)c1cc(S(=O)(=O)Nc2cccc(F)c2)ccc1Cl	·	-0.1%	0.4%	1%	-6%
Cc1ccccc1NC(=O)c1cnc2ccccn2c1=O	·	-1.0%	-0.3%	-4%	-6%
COC(=O)c1ccc(CC(=O)c2ccc(O)cc2O)o1	·	4.6%	-2.6%	-23%	?
CC(C)C1NC2(C(=O)c3ccccc3C2=O)C2C(=O)N(c3ccc(F)cc3)C(=O)C12 (centres undefined)	·	-3.3%	-2.2%	-16%	0%
CCOC(=O)c1c(NC(=O)CN(CC)CC)sc2c1CCN(C(=O)OCC)C2	·	-1.3%	-3.7%	?	-7%
Additional compounds.
SMILES	USP2a inhib	BRCT PPI green	BRCT inh red	ALOX15 inhib	HADH2 inhib
COc1cccc(N2CCN(C(=O)c3cccnc3)CC2)c1	·	-2.1%	-1.2%	-25%	-3%
CCOc1ccc(C2C(C(=O)OC)=CN(CCOC)C=C2C(=O)OC)cc1	·	-2.9%	1.3%	10%	32µM*
CS(=O)(=O)C1=C(O)C(=O)N(c2ccccc2)C1c1ccccc1 (centres undefined)	·	-0.4%	1.8%	-1%	-4%
COc1ccc(-n2ncc3c(NCc4ccco4)ncnc32)cc1	·	6.5%	-6.6%	-17%	7%
O=C(O)c1ccc(Cl)c(S(=O)(=O)Nc2ccccc2F)c1	·	-3.3%	-2.5%	-9%	-5%
CCc1cc(=O)oc2cc(OCC(=O)N3CCCc4ccccc43)ccc12	·	3.7%	1.0%	-4%	4%
COc1ccc(-n2nnc3c(SCC(=O)NCc4ccco4)ncnc32)cc1	·	-2.5%	-1.2%	-9%	-17%
CCC(C(=O)NCCN1CCN(C)CC1)n1c(C)c2cnn(-c3ccccc3)c(=O)c2c1C (centres undefined)	·	-0.5%	1.4%	5%	-18%
CC(NC(=O)c1ccc2c(c1)OCO2)C1CCCO1 (centres undefined)	·	-1.1%	0.7%	4%	6%
COc1ccc(-n2nnc3c(SCC(=O)N4CCCc5ccccc54)ncnc32)cc1	·	-2.3%	2.2%	5%	-2%
Oc1cccc(C=NCc2ccccc2)c1O	·	0.1%	-1.0%	5µM*	1.3µM*
COC(=O)c1c(C)cc(O)cc1O	7%	-3.1%	-1.0%	3%	·
COc1ccc(-c2cc(=O)c3c(OC)c(OC)c(OC)c(OC)c3o2)cc1OC	23%	0.1%	-2.7%	0%	·
CC(=O)C1CCC2C3CC=C4CC(O)CC[C@@]4(C)C3CC[C@]12C (some centres undefined)	5%	0.8%[3.08 µM]	2.1%	6%	·
CC(=O)OCC(=O)[C@@]1(O)CCC2C3CCC4=CC(=O)C=CC4(C)C3C(O)C[C@]21C (some centres undefined)	-9%	-0.4%[3.08 µM]	0.8%	10%	·
CC(=O)OCC1OC(n2c(Br)nc3c(=O)[nH]c(N)nc32)C(OC(C)=O)C1OC(C)=O (centres undefined)	-1%	-3.0%	-0.8%	-1%	·
O=c1c(-c2ccc(O)cc2)coc2c(C3OC(CO)C(O)C(O)C3O)c(O)ccc12 (centres undefined)	-5%	-3.6%[3.08 µM]	-0.9%	-3%	·
CC(=O)OCC(=O)[C@@]1(O)CCC2C3CCC4=CC(=O)CC[C@]4(C)C3C(=O)C[C@]21C (some centres undefined)	-10%	-0.6%[3.08 µM]	1.2%	3%	·
CN1C(=O)CCC1c1cccnc1 (centres undefined)	6%	-0.9%	-1.3%&1.5%	5%[25.6 µM]	·
CNC1C(O)C(O[C@H]2C(O)[C@@H](OC3OC(CN)=CCC3N)[C@H](N)C[C@@H]2N)OC[C@]1(C)O (some centres undefined)	0%	0.3%[3.08 µM]	-3.5%	2%	·
CC(C(=O)O)c1ccc(N2Cc3ccccc3C2=O)cc1 (centres undefined)	-6%	-1.5%[3.08 µM]	-0.8%	1%	·
C#CCCCCCCCCCCCC(=O)CC(O)COC(C)=O (centres undefined)	-5%	-3.8%	1.2%	-4%	·
O=C1CC(c2ccc(O)cc2)Oc2ccccc21 (centres undefined)	-4%	2.3%	4.9%	-7%	·

Four compounds drawn at random from the list so far, as already listed:
SMILES	USP2a inhib	BRCT PPI green	BRCT inh red	ALOX15 inhib	HADH2 inhib
COc1ccc(-n2ncc3c(NCc4ccco4)ncnc32)cc1	·	6.5%	-6.6%	-17%	7%
COC(=O)c1c(C)cc(O)cc1O	7%	-3.1%	-1.0%	3%	·
CC(=O)C1CCC2C3CC=C4CC(O)CC[C@@]4(C)C3CC[C@]12C (some centres undefined)	5%	0.8%[3.08 µM]	2.1%	6%	·
O=c1c(-c2ccc(O)cc2)coc2c(C3OC(CO)C(O)C(O)C3O)c(O)ccc12 (centres undefined)	-5%	-3.6%[3.08 µM]	-0.9%	-3%	·
